Screening results (PubChem BioAssay)
PKM2 activator: PKM2 (human) enzyme activation. P14618. actives 0.34% (n = 260,000). purified PKM2, Kinase-Glo ATP luminescence, activation; response scale: 0% is enzyme alone, no compound. Potency, µM (series often up to 57.5 µM), for inactives: top-dose activation, actives largely listed as activators; note: potency is the fitted concentration of half-maximal effect; % is set by controls: 0 for no effect and ±100 for the full control effect; nearly all actives have a fitted effect of over 55% in size
Target sequence (P14618 whole entry, looked up): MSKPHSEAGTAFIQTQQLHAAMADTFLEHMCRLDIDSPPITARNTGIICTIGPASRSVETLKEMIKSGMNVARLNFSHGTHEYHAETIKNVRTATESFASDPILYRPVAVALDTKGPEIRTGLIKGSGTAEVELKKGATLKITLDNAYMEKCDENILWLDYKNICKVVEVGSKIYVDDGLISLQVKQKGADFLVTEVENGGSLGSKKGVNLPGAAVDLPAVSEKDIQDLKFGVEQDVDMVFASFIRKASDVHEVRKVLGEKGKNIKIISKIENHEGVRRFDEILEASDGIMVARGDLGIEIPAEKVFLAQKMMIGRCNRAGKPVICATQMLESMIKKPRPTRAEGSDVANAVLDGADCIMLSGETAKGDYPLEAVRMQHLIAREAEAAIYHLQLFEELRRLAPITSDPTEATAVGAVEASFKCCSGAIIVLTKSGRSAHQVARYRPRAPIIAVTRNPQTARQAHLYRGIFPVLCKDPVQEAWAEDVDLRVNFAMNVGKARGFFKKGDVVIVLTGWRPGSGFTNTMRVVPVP
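Purified hPK-M2 (>95% pure) converted ADP (0.1 mM final) to ATP with 0.5 mM PEP in 50 mM imidazole pH7.2, KCl, MgCl2, Tween 20, BSA; 1 h at room temperature. ATP detected by Kinase-Glo luminescence.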
NPC1 promoter act: activators of NPC1 promoter | Huh7 NPC1 promoter luciferase reporter, 24 h | Potency, µM (highest dose often 9.22 µM), for the others: at the highest dose activation, actives largely listed as activators | AID 485313 | actives 2.4% (n = 320,000);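 note: potency is the fitted concentration of half-maximal effect; % of control where 0% means no effect; nearly all actives have a fitted effect of over 60% in size; reporter is driven by a mutant NPC1 promoter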
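Huh7 cells stably carrying NPC1 promoter–luciferase, plated in Opti-MEM with 10% FBS for 2 h, were exposed to compound in DMSO for 24 h at 37 °C; luciferase reagent was added for 10 min and luminescence read.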
Rab9 prom act: Rab9 promoter activation; actives 2.8% (n = 320,000); Potency, µM (titrated, usually from 9.22 µM), for inactives: top-dose activation, negative = inhibition, most hits filed as activators; Huh7 Rab9 promoter-luciferase reporter, luminescence, 24 h; AID 485297; note: potency is the fitted concentration of half-maximal effect; % of control where 0% means no effect; nearly all actives have a fitted effect of over 60% in size
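Luminescence read-out: Huh7 cells stably expressing Rab9-luciferase, treated 24 h with compound at 37 °C, then lysed with luciferase reagent for 10 min at ambient before reading.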
FLuc counter: counter-screen for miR-21 project: firefly luciferase inhibitors or activators. P08659. purified FLuc, Km substrates, luminescence inhibition. Potency, µM (titrated, usually from 57.5 µM), without a hit: at the top dose activity change, negative = inhibition, usual class: inhibitors. actives 6.9% (n = 360,000);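 note: potency is the fitted concentration of half-maximal effect; plate controls were vehicle for no effect and reference inhibitor for full effect; nearly all actives have a fitted effect of over 55% in size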
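Purified P. pyralis luciferase, 10 nM final, with Km-level 10 uM D-luciferin and 10 uM ATP in 50 mM Tris acetate pH 7.5, 10 mM Mg acetate, 0.01% Tween-20, 0.05% BSA; 6-point qHTS titration about 60 µM downward; luminescence read.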
Menin MLL FP TR: displaces Texas Red mutant MLL peptide from human menin | O00255 | Menin + Texas Red MLL mutant peptide, fluorescence polarization | Potency, µM (highest dose often 61.6 µM), for inactives: at the top dose FP activity change, negative = inhibition, actives largely listed as inhibitors | actives 0.23% (n = 270,000) | AID 1768; active = well fitted inhibition curve with a large enough effect in the polarisation, with a control signal flat, not every such curve was filed as active; inconclusive = small, poorly fitted or top-dose-only effect, or effect the other way, or a change in a side signal; inactive = no such curve, though single readings can be large or run the other way; the % refers to the polarisation; note: potency is the fitted concentration of half-maximal effect; % of control where 0% means no effect; many of its hits are not listed in these tables
p53 reactivation: mutant p53 re-activation in reporter cells; H1299 p53-A138V BP100-luciferase reporter, luminescence, 24 h; Potency, µM (doses to about 92.2 µM), for inactives: at the top dose activity change, positive = activation, actives largely listed as activators; actives 0.063% (n = 320,000); note: potency is the fitted concentration of half-maximal effect; % of control where 0% means no effect; nearly all actives have a fitted effect of over 45% in size
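p53-null H1299 cells stably carrying temperature-sensitive p53-A138V and a BP100-luciferase reporter were pinned with compounds (4-point, 1:5 series) and held 24 hrs at 37 deg C. Luminescence was read 10 min after detection reagent.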
VP16 counter: counter-screen for ROR gamma inhibitors: Gal4-VP16 reporter | AID 2546 | Potency, µM (series often up to 53.6 µM), without a hit: at the highest dose activity, negative = inhibition, usual class: inhibitors | actives 3.5% (n = 310,000) | Drosophila S2 Gal4-VP16 UAS-luciferase, luminescence, 20 h;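 note: Gal4-VP16 expression switched on by copper sulfate through the metallothionein promoter; potency is the fitted concentration of half-maximal effect; % is set by controls: 0 for no effect and ±100 for the full control effect; nearly all actives have a fitted effect of over 50% in size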
BRCA1 expr act: BRCA1 expression activation. actives 1.1% (n = 380,000). Potency, µM (top dose mostly 46.1 µM), for inactives: at the highest dose activation, usual class: activators. MCF7-BRCA1-FFLuc reporter, luminescence, 48 h; response scale: scaled: vehicle 0%, 10 µM genistein 100%; note: potency is the fitted concentration of half-maximal effect; nearly all actives have a fitted effect of over 80% in size; some results filed as inactive show a strong effect at the top dose
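Reporter cells (MCF7, BRCA1 promoter-firefly luciferase) received library compounds across a concentration series for 48 h. End-point luminescence was measured and concentration-effect curves derived after normalization.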
ELG1 genotoxic: inducers of genotoxicity in HEK293T ELG1-luciferase cells | HEK293T ELG1-luciferase reporter, luminescence, 16 h | Potency, µM (doses to about 46 µM), inactives show at the top dose activity change, positive = activation, most hits filed as activators | actives 1.3% (n = 330,000) | AID 504466; note: potency is the fitted concentration of half-maximal effect; % of control where 0% means no effect; nearly all actives have a fitted effect of over 60% in size
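Genotoxicity was scored as increased ELG1-luciferase reporter signal, measured by ONE-Glo luminescence (30 min, room temperature). Compound or vehicle exposure of the HEK293T reporter cells lasted 16 hr at 37°C.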
RORg inh: ROR gamma (mouse) transcription inhibition; P51450; Drosophila S2 Gal4-RORgamma UAS-luciferase reporter, 20 h; Potency, µM (highest dose often 53.6 µM), inactives show at the top dose activity change, negative = inhibition, actives largely listed as inhibitors; actives 5.4% (n = 310,000); note: potency is the fitted concentration of half-maximal effect; % is set by controls: 0 for no effect and ±100 for the full control effect; nearly all actives have a fitted effect of over 60% in size
Target sequence (P51450 whole entry, looked up, the tested form may be a part): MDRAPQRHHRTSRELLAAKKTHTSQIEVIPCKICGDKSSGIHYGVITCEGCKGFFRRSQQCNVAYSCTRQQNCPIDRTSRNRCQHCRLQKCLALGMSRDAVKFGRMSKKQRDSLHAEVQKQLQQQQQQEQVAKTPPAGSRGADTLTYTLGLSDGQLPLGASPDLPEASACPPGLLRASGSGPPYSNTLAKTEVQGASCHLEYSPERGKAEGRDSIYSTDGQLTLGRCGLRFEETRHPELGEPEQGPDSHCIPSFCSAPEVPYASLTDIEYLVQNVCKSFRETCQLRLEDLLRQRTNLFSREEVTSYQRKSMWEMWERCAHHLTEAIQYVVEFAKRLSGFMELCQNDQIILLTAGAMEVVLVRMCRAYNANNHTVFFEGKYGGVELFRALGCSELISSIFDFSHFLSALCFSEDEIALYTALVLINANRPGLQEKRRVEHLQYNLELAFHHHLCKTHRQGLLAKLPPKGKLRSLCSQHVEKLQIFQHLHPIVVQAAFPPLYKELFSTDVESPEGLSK
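A Gal4/UAS one-hybrid system in insect cells: metallothionein-promoter Gal4–ROR gamma fusion plus Photinus luciferase reporter. Copper sulfate 700 uM final, 20 hr ambient incubation, luminescent detection after 10 min with reagent.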
Giardia killer: Giardia lamblia killing | Giardia lamblia trophozoite viability | activity change, % at 7.66 µM, hits read low | actives 0.15% (n = 340,000); in the data active = activity change below about -80%; inconclusive = between about -30% and that limit;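 note: parasites exposed to compound for two days anaerobically before the ATP read; % is set by controls: 0 for no effect and ±100 for the full control effect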
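Giardia trophozoites, 100 cells per well, were exposed to compounds for 48 hrs at 37 deg C under anaerobic conditions; viability was then read as ATP content by bioluminescence after 15-30 min at room temperature.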
* hit, by the source's call; ? = inconclusive; · = no result given; [ ] = another dose, or the depositor's remark. Unless noted, calls come from the whole dose curve; as a rule, active = well fitted curve in the direction sought with a large enough effect; inconclusive = small, poorly fitted or top-dose-only effect, or another doubt; inactive = no such curve, though single readings can be large; an effect the other way counts as inactive or inconclusive.

SMILES	PKM2 activator	NPC1 promoter act	Rab9 prom act	FLuc counter	Menin MLL FP TR	p53 reactivation	VP16 counter	BRCA1 expr act	ELG1 genotoxic	RORg inh	Giardia killer
Cc1cc(C)cc(N(CC(=O)N2CCn3c2nc2ccccc23)S(=O)(=O)c2c(C)noc2C)c1	-0.7%	0.0%	-4.5%	0.0%	-5.2%	-1.7%	0.8%	-12.6%	-3.5%	-18.3%	3.6
COc1ccc(NC(=O)C(Sc2nnc3ccccn23)c2ccccc2)cc1Cl (centres undefined)	-6.4%	0.7%	1.9%	-10.9%	19.0%	13.3%	-0.3%	3.3%	1.9%	31.4%	-5.0
O=S(=O)(Nc1cc(Cl)ccc1-n1cncn1)c1cc(Br)ccc1Br	·	-4.7%	-16.6%	·	·	16.8%	·	-49.9%	-9.2%	·	-5.8
O=C(CN(Cc1cccs1)C(=O)CNS(=O)(=O)c1ccc(F)cc1)NCC1CCCO1 (centres undefined)	-0.6%	0.3%	-10.9%	5.7%	-1.3%	-2.6%	14.8%	-3.4%	-0.7%	-0.5%	0.2
CCOc1cc(NC(=O)C2CC2)c(OCC)cc1NC(=O)c1ccccn1	4.5%	1.8%	0.7%	5.5%	18.4%	-2.4%	1.7%	-17.3%	-21.3%	-1.2%	2.9
Cc1ccccc1S(=O)(=O)Nc1nc2ccccc2nc1Cl	8.8%	-5.3%	4.5%	?	-18.6%	-5.3%	-6.2%	-15.3%	-12.2%	?	-15.1
COC(=O)c1c(C)[nH]c(C)c1-c1ccccc1	0.4%	-2.8%	-4.6%	-0.6%	-11.4%	-9.2%	0.8%	-2.9%	-4.2%	16.6%	-3.5
S=C(NCc1cccs1)Nc1cc(Cl)cc(Cl)c1	3.5%	0.0%	-2.1%	-2.5%	·	4.3%	?	-68.1%	-15.8%	12.6µM*	-2.9
O=C(c1ccc(OC2CCN(CCc3ccccc3)CC2)cc1)N1CCC[C@H]1CO	-6.8%	-3.1%	-2.2%	6.6%	-9.1%	·	·	-2.5%	-0.8%	·	17.6
Cc1c(C(=O)NC(C)CN2CCCCC2)oc2ccccc12 (centres undefined)	-2.6%	19.3%	-5.3%	5.4%	-10.6%	1.7%	1.4%	14.9%	0.2%	-5.8%	4.8
Cc1cc(=O)oc2cc(OCC(=O)Nc3nnc(C(C)C)s3)ccc12	-11.6%	-0.2%	8.5%	-1.8%	-4.7%	3.0%	-4.5%	-24.8%	-1.2%	16.0%	0.9
CC(=O)c1ccc(S(=O)(=O)NC2CC(=O)N(c3ccc(C)c(C)c3)C2)cc1 (centres undefined)	·	-0.4%	0.6%	-1.3%	·	-2.6%	·	-16.1%	0.4%	·	18.6
C=CCOc1ccc(-c2nc3c(c(=O)[nH]c(=O)n3Cc3ccccc3)n2CCCOC)cc1	5.6%	2.0%	0.5%	-1.4%	0.6%	10.6%	13.4%	-0.4%	9.9%	1.0%	11.9
CCOc1ccc2[nH]c(C)cc(=O)c2c1	-10.4%	-0.5%	-1.7%	-21.2%	?	-2.2%	-3.9%	-1.1%	0.4%	-1.3%	-2.7
CCOC(=O)/C(=C\c1cn(C)c2ccccc12)[N+](=O)[O-]	0.5%	0.1%	-1.1%	?	11.1%	-30.6%[inhibitor]	0.0%	-28.7%	8.4%	?	-1.6
COc1ccc(-c2cn(Cc3ccc([N+](=O)[O-])cc3)nn2)cc1	-0.5%	-0.3%	9.8%	?	-0.5%	20.5%	-5.6%	0.0%	2.7%	3.1%	9.6
C=CCN1C2=NCCCN2c2ccccc21	-4.9%	-3.3%	2.1%	-2.7%	·	-6.7%	8.0%	-3.1%	-2.5%	3.9%	-10.2
CCOC(=O)c1[nH]c2cc(OC)c(OC)cc2c1NC(=O)c1nonc1C	-7.8%	-0.8%	-3.7%	0.9%	7.5%	-8.2%	-2.4%	-0.5%	11.9%	6.3%	-3.3
COc1ccc(-c2nnc(SCC(=O)c3[nH]c(C)c(C(C)=O)c3C)o2)cc1	-6.7%	-5.2%	-12.0%	-0.8%	9.2%	11.2%	-8.6%	-36.5%	-5.7%	6.4%	11.1
Cc1cccnc1NC(=O)CNC(=O)C12CC3CC(CC(Cl)(C3)C1)C2	·	0.9%	-4.2%	9.1%	·	-2.5%	·	-1.0%	1.7%	·	-9.7
COc1ccc(OC)c(NC(=O)C2CCC(CNc3c(N4CCC(C)CC4)c(=O)c3=O)CC2)c1 (centres undefined)	9.1%	-4.7%	-8.5%	0.8%	2.1%	-7.8%	-6.6%	-0.8%	27.5%	0.794µM*	-1.7
Cc1cc(C)c(C(=O)COC(=O)CCn2c(C)csc2=O)cc1C	·	15.7%	?	4.78µM*	·	?	·	-0.3%	9.9%	·	-8.1
CCCCOCCCNC(=O)N[C@H](C(=O)OC)C(C)C	0.2%	14.9%	3.7%	-0.5%	0.6%	-5.1%	-11.3%	22.3%	-0.3%	4.7%	9.2
Cn1c(=O)c2c(nc(SC3C(=O)CC(C)(C)CC3=O)n2C)n(C)c1=O	-6.6%	4.3%	-2.2%	3.4%	-3.2%	-3.0%	1.4%	10.1%	-4.3%	25.6%	7.3
COCCn1nnnc1C(c1ccc(OC)cc1OC)N1CCN(c2ccccc2F)CC1 (centres undefined)	11.1%	-3.9%	-11.8%	-0.8%	0.9%	-5.9%	2.5%	1.2%	-1.9%	3.5%	7.5
Cc1noc(C)c1S(=O)(=O)N1CCC(C(=O)NCCC2=CCCCC2)CC1	3.1%	0.8%	-6.4%	-1.1%	·	3.5%	10.4%	27.2%	-5.2%	20.3%	5.6
Cc1cc2c3c(c1C)C(=O)C(=O)N3C(C)(C)CC2C (centres undefined)	-2.0%	-3.0%	-3.5%	2.2%	?	-2.2%	-0.9%	-7.4%	-3.4%	-0.6%	45.1[activator]
COc1cccc(C(=O)n2c(SC)nc3cc4c(cc32)OCCO4)c1	-4.1%	17.5%	21.4%	13.5µM*	2.8%	10.5%	-2.1%	45.3%	13.2%	-17.3%	11.2
CCCSc1nc2c(c(=O)[nH]c(=O)n2C)n1C	-5.0%	3.2%	13.7%	-6.4%	-4.2%	-0.1%	-5.8%	-10.2%	5.7%	1.4%	13.0
O=C(CC1C(=O)NCCN1CCCc1ccccc1)NCCc1ccccc1Cl (centres undefined)	·	-9.6%	-1.2%	-2.3%	·	-3.1%	3.2%	-11.8%	-0.2%	17.8%	-5.9
Cc1cc(=O)oc2cc(OCC(=O)NCCCN3CCCC3=O)c(Cl)cc12	·	-8.0%	-1.1%	-1.6%	·	5.4%	-8.4%	-0.7%	3.5%	-1.1%	-0.5
CCCCn1c(N)c(N(CCC(C)C)C(=O)COC(=O)c2cccnc2SC)c(=O)[nH]c1=O	·	-3.7%	-3.1%	-0.7%	·	-3.2%	·	-7.3%	5.6%	·	5.8
CCn1nc(C(C)C)cc1C(=O)N1CCCC(CO)(Cc2ccc(F)cc2F)C1 (centres undefined)	·	-1.0%	-14.3%	2.5%	·	7.0%	4.4%	-10.1%	-5.9%	10.0%	21.3
O=C(NCc1ccccn1)Nc1ccccc1F	0.3%	19.2%	18.5%	-10.6%	3.7%	13.5%	4.8%	47.1%	10.9%	22.5%	13.3
CCCCN(CC)S(=O)(=O)c1ccc(C(=O)Nc2nnc(-c3ccccc3Cl)o2)cc1	-6.1%	-24.9%	-26.3%	1.6%	?	0.3%	0.794µM*	·	-9.5%	?	·
c1coc(Cn2nnnc2CN2CCN(C3CCCCC3)CC2)c1	-1.9%	2.5%	0.9%	3.0%	-1.5%	23.6%	-3.4%	-22.2%	1.6%	0.5%	25.3
COc1c(Cl)cc(-c2noc(C)c2C(=O)NCc2ccccc2)cc1Cl	3.5%	5.0%	-2.6%	1.9%	23.4%	-9.3%	0.7%	-17.5%	-1.0%	4.2%	-0.6
COc1ccc(C(=O)Oc2ccc(/C=N/NC(=O)Cc3ccc([N+](=O)[O-])cc3)cc2)cc1	-0.6%	6.9%	-1.1%	-1.1%	-2.4%	-1.1%	-6.5%	0.0%	3.0%	-9.3%[10 µM]	-0.7
FC(F)(F)c1nc(-c2cccnc2)ncc1-c1nnnn1-c1ccccc1	13.2%	-0.6%	-2.5%	0.0%	20.5%	-0.9%	-7.4%	-23.6%	-14.3%	31.3%	-3.5
CCc1nnc(SCC(=O)N2CCCc3ccccc32)nc1CC	5.6%	-2.1%	-7.3%	1.9%	?	-3.6%	9.1%	11.8%	-1.0%	0.5%	15.5
C[C@H](NC(=O)[C@H]1N2C(=O)c3ccccc3C2SC1(C)C)C(=O)NCC1CCCO1 (some centres undefined)	·	-7.3%	-0.1%	-0.6%	·	2.8%	-0.1%	-21.7%	-0.4%	-8.8%	3.9

An excerpt; rates above refer to the full screens.
